OX1R antag-1 – human HCRTR1 antagonism | O43613 | CHO/OX1R cells, Fluo-8 calcium fluorescence, orexin A | inhibition, % at 5 µM | 0.43% of 330,000 active | AID 434989;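 active = inhibition above its plate's threshold, mean inhibition of all tested compounds on the plate plus 3 SD, cut at about 37% in these data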;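 note: 0% = orexin A challenge wells and 100% = SB-334867-A antagonist wells; not every result past the cut was called active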
Target sequence (O43613 whole entry, looked up): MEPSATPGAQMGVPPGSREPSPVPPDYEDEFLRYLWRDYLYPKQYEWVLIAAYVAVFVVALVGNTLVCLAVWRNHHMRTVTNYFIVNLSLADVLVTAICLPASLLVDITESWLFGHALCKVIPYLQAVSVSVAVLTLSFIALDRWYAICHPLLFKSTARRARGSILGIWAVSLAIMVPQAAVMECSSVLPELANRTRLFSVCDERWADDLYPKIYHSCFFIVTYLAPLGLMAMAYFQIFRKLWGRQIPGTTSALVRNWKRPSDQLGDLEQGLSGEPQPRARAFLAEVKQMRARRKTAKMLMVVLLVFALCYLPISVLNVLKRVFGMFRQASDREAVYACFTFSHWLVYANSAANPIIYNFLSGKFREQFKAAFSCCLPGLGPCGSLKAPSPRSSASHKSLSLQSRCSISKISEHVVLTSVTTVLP
OX1R antag-2 – OX1R (human) antagonism | OX1R-expressing cells, FRET antagonist read-out | inhibition, % at 6.6 µM | 1.8% of 330,000 active | AID 485270; in the data active = inhibition mostly above about 38%, no sharp cut-off; inactive = mostly below about 40%;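 note: 0% = agonist challenge alone and 100% = reference antagonist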
CHT PAM – human CHT allosteric activation. Q9GZV3. CHT-expressing cells, membrane potential dye, choline EC20; hits give high values; LV-AA mutant CHT in HEK293 cells. B-score at 10 µM. 0.49% of 310,000 active;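 active = initial fluorescence not abnormally high and integrated response B-score, plate-corrected, over 3 SD above library mean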
Target sequence (Q9GZV3 whole entry, looked up): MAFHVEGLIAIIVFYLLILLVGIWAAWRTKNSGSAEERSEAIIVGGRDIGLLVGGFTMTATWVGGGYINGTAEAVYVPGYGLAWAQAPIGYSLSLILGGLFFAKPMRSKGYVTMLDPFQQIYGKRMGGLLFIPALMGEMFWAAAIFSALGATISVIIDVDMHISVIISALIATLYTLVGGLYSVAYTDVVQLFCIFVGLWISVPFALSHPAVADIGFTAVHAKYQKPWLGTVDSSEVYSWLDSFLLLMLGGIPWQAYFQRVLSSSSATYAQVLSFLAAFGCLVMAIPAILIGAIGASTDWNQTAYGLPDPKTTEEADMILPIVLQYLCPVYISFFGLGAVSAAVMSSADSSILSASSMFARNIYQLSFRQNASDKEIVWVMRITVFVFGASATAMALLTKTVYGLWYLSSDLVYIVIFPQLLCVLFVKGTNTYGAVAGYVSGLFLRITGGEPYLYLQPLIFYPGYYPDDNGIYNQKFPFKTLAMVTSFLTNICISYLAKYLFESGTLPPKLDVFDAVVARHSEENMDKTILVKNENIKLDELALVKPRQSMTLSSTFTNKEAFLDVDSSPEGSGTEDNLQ
* marks the source's active call; other numbers are inactive results; i = inactive; · = not tested or not shown; & = joins results of further samples.

SMILES	OX1R antag-1	OX1R antag-2	CHT PAM
CCCn1nnc(NC(=O)c2ccc3ccccc3c2)n1	-9	16	i
COc1ccc(CNC(=O)COC(=O)C2(C)CC2(Cl)Cl)cc1 (centres undefined)	-13	3	·
CCOC(=O)c1cnc2c(N=Nc3ccccc3)c(N)nn2c1N	-18	15	i
Cc1cccc(NC(=O)CCN2CCC(C)CC2)c1	-12	-12	i
CCCC(=O)NC(c1ccccc1)c1c(O)ccc2ccccc12 (centres undefined)	-28	15	i
COc1ccc(-n2nc(C(=O)NCC(=O)NC3CCCC(C)C3C)c3ccccc3c2=O)c(OC)c1 (centres undefined)	-45	-2	i
O=S1(=O)CCOCCCN1Cc1ccccc1Br	6	16	i
COc1ccc(-c2noc3c2-c2nc(-c4ccc(Br)cc4)sc2CC3)cc1	-26	23	i
CC(C)N1CCN(Cc2cccc(-n3cccn3)c2)CC1CCO (centres undefined)	-16	3	i
Cn1nc(C(=O)Nc2ccc3c(c2)OCCO3)cc1C(=O)O	-18	13	i
O=C(Nc1ccc(C(=O)N2CCOCC2)cc1)c1cccc([N+](=O)[O-])c1	6	29	i
Cc1cc(C)c(C(=O)COC(=O)C2CCN(c3ccc(C(F)(F)F)cn3)CC2)cc1C	-34	16	i
O=C(CSC1=NNC(c2ccccn2)S1)Nc1ccc(C(F)(F)F)cc1 (centres undefined)	-2	6	i
CCS(=O)(=O)Nc1cc2c3c(c1)CCN3C(=O)CC2	-3	2	i
O=C(CSc1ccc(-c2ccco2)nn1)Nc1cccc(F)c1	-17	37	i

6 of these compounds in another layout:
The line under a structure holds: OX1R antag-1 | OX1R antag-2 | CHT PAM
> COc1ccc(-c2noc3c2-c2nc(-c4ccc(Br)cc4)sc2CC3)cc1
→ -26 | 23 | i
> Cc1cc(C)c(C(=O)COC(=O)C2CCN(c3ccc(C(F)(F)F)cn3)CC2)cc1C
→ -34 | 16 | i
> O=C(CSC1=NNC(c2ccccn2)S1)Nc1ccc(C(F)(F)F)cc1 (centres undefined)
→ -2 | 6 | i
> Cc1cccc(NC(=O)CCN2CCC(C)CC2)c1
→ -12 | -12 | i
> CCCn1nnc(NC(=O)c2ccc3ccccc3c2)n1
→ -9 | 16 | i
> CCS(=O)(=O)Nc1cc2c3c(c1)CCN3C(=O)CC2
→ -3 | 2 | i

Next section:
SMILES	OX1R antag-1	OX1R antag-2	CHT PAM
Cc1ccc(S(=O)(=O)Nc2c(O)ccc3ccccc23)cc1	-13	47	i
O=C(NCCc1cn2ccsc2n1)C1CCCCC1	0	6	i
COc1ccc(C2(c3ccc(OC)cc3)NC(=O)N(CC(=O)NCC(F)(F)F)C2=O)cc1	-7	13	i
O=c1cc(-c2ccc(O)c(O)c2)oc2c(C3O[C@H](CO)[C@@H](O)[C@H](O)[C@H]3O)c(O)cc(O)c12 (some centres undefined)	2	32	i
Cc1cccc(C)c1NC(=O)C(NC=O)c1ccc(N(C)C)cc1 (centres undefined)	2	4	i
COc1cc(C)c(CN2CCC(Oc3ccc(C(=O)N4CCCC4)cc3)CC2)cc1C	-34	25	i
Cc1ccc(/C=N\NC(=O)Cn2c(C)nc3ccccc32)o1	-15	8	i
O=C(NCc1ccccc1CN1CCCC1)C1CCN(S(=O)(=O)c2ccc(Cl)cc2)CC1	-28	7	·
O=C1C(Cl)=C(Nc2ccc(O)cc2)C(=O)c2ccccc21	44*	156*	i
CCOC(=O)NC(Nc1nc2ccccc2s1)(C(=O)OCC)C(F)(F)F (centres undefined)	-18	24	i
COc1ccc(Br)cc1CN1CCN(Cc2c[nH]c3ccccc23)CC1	-25	-2	i
Cc1cc(C)cc(OCC(=O)Nc2ccc(N3CCOCC3)cc2N2CCOCC2)c1	-41	6	·
COc1cccc(NC(=O)Nc2ccc3c(c2)OCO3)c1	-8	16	i
NNc1nc2sc3c(c2c(=O)n1-c1ccccc1)CCCC3	-32	5	i
O=C1Cc2cc(S(=O)(=O)N3CCN(c4cccc(Cl)c4)CC3)ccc2N1	-10	11	i
COc1ccc(S(=O)(=O)c2c(O)c3ccc(C(=O)Nc4cccc(F)c4)cc3[nH]c2=O)cc1	-5	6	i
O=C(CNC(=O)c1ccccc1)NCCc1ccc(O)c(O)c1	-17	24	i
CN(CCc1ccccn1)C(=S)NC(=O)c1ccco1	12	8	i
Cc1ccc(COC(=O)c2ccc3ccccc3n2)cc1	-14	16	i
Cc1ccc(-c2nnc(SCC(=O)CC(=O)Nc3ccccc3)n2C)cc1	-25	2	i
CN1C(=O)/C(=C/c2ccc3c(c2)OCO3)N=C1c1ccccc1	-14	20	i
COc1ccc(CN(Cc2cc3cccc(C)c3n3nnnc23)C(=O)N2CCOCC2)cc1	-17	12	i
CC(=O)c1ccc(NS(=O)(=O)c2ccc3c(c2)N(C(C)=O)CCO3)cc1	-16	-4	i
O=C(NNC(=S)Nc1ccc(F)c(Cl)c1)c1ccccc1Br	-13	21	i
O=C1[C@@H]2Cc3ccccc3CN2C(=O)N1c1cccc(F)c1	-20	15	i
C/C(=N\NS(C)(=O)=O)c1ccccc1	-3	31	i
COc1ccc(OC)c(Nc2nc(NCCO)c3ccccc3n2)c1	-32	5	i
O=[N+]([O-])c1ccn(-c2nc(-c3ccccc3)cc(C(F)(F)F)n2)n1	-21	14	i
CCOC(=O)c1nn(-c2ccccc2)c(=O)c2c(N)scc12	-22	108*	i
Cc1cc(C(F)F)n2nc(C(=O)Nc3ccc(S(=O)(=O)N4CCCC4)cc3)nc2n1	-4	27	i
COc1ccc(C2C(C(=O)Nc3cccnc3)=C(C)Nc3nc(-c4cccs4)nn32)cc1OC (centres undefined)	0	5	i
CCN(CC)C(=O)CSc1nc2c(sc(=S)n2-c2ccccc2)c(=O)[nH]1	0	20	i
Cn1nc(C(C)(C)C)cc1C(=O)O	-4	17	i
O=C(Cn1cnc2c(nnn2Cc2ccccc2)c1=O)c1ccc(Cl)cc1	-9	10	i
Cc1cc(C(=O)COc2cccnc2[N+](=O)[O-])c(C)n1-c1ccccc1F	-10	15	i
CCCCn1c(N)c(N(CCOC)C(=O)CSCC(=O)Nc2cccc(C)c2)c(=O)[nH]c1=O	2	12	i
Cc1cc([N+](=O)[O-])nn1CCCC(=O)Nc1c(C)n(C)n(-c2ccccc2)c1=O	-2	11	i
COC(=O)CCNCCSc1nnc(-c2ccco2)n1Cc1ccccc1	-18	15	i
CCOC(=O)N1CCN(C(=O)C2CCN(CC3CCCCC3)CC2)CC1	-15	10	i
CCN(CC)S(=O)(=O)c1cccc(-c2nnc(SCC(N)=O)n2N)c1	-6	11	i
COc1ccc(N2C(=O)c3ccccc3NC2c2ccc(OC)c(CN3CCOCC3)c2)cc1 (centres undefined)	-29	4	i
O=C(CCCn1c(SCC(=O)c2ccc(F)cc2)nc2ccccc2c1=O)NCc1ccco1	-40	11	i
O=C(O)CC1(Cc2nc(-c3cccs3)no2)CCCC1	-2	4	i
COc1ccc(Nc2cc(C(=O)NCCCN3CCN(C)CC3)c3ccccc3n2)c(OC)c1	-15	20	i
O=C(NCCCN1CCCCCC1)C1CC(=O)N(C2CCCC2)C1 (centres undefined)	5	8	i
CCSc1nc(-c2ccc(OC)cc2)cc(-c2ccc(OC)cc2)c1C#N	-9	11	i
O=C(CSc1nnc2ccccn12)NNC(=O)c1ccc([N+](=O)[O-])cc1	-6	97*	i
CCN(CC(=O)Nc1ccccc1Br)C1CCCCC1	-14	9	i
Cc1ccccc1C(=O)Nc1cc(S(=O)(=O)N2CCOCC2)ccc1N1CCN(C)CC1	-4	-1	·
COc1ccc(CC(=O)NCc2ccccc2)cc1S(=O)(=O)N1CCOCC1	-9	17	i
CC1(C)CC(=O)C2=C(C1)N(c1cccc(Cl)c1)C(=O)NC2(C(F)(F)F)C(F)(F)F	-42	8	i
Cc1nn(C)cc1S(=O)(=O)NCc1ccc2c(c1)OCO2	-10	31	i
COc1ccc(/C=C\c2nc(O)c([N+](=O)[O-])c(=O)[nH]2)cc1O	-15	36	i
Cc1cccc(C(=O)OCC(=O)N(CC(C)C)c2c(N)n(Cc3ccccc3)c(=O)[nH]c2=O)c1O	7	10	i
Cc1ccc(S(=O)(=O)NCC(=O)OCCOc2ccc(Br)cc2)cc1	9	4	·
COC(=O)c1cc(C(=O)OCC(=O)NCc2cccs2)cc([N+](=O)[O-])c1	-22	31*	·
CCCc1ncc(C(O)c2cccc3ccccc23)n1C (centres undefined)	-21	13	i
O=C(CSc1nnc(CNC(=O)c2ccccc2)o1)Nc1ccc2c(c1)OCO2	0	13	i
CCN1C(=O)[C@@H]2[C@@H](c3ccc(-c4ccc(F)cc4)cc3)N3CCC[C@@]3(C(=O)OC)[C@@H]2C1=O	-44	22	i
O=C(O)COCC(=O)Nc1ccc(OCCc2ccccc2)cc1	11	17	i

(listing goes on)
SMILES	OX1R antag-1	OX1R antag-2	CHT PAM
CC(NC(=O)C1CCN(S(=O)(=O)c2cnc[nH]2)CC1)c1ccccc1 (centres undefined)	4	21	i
COc1cc(CNCCSc2nnnn2C)cc(OC)c1OC	-9	6	i
COc1cc(Cn2c(=O)c3c(OC)c(C)cnc3n(C)c2=O)cc(OC)c1	-8	10	i
Cc1ccccc1Nc1nc(N)nc(CN2CCN(c3ccccn3)CC2)n1	-18	12	i
CCCc1cc(=O)n2[nH]c(NCc3c(Cl)cccc3Cl)nc2n1	-6	11	i
O=C(COc1ncnc2scc(-c3ccccc3)c12)NCCN1C(=O)CSC1=O	-14	21	i
CCOC(=O)c1c(/N=C/c2cc([N+](=O)[O-])ccc2O)sc(C)c1C	-10	25	i
Cc1nc2c(ccc3nc(NC(=O)C4CC4)sc32)s1	-11	58	i
O=C(CN(Cc1ccccc1F)S(=O)(=O)c1ccc(Cl)cc1)NCC1CCCO1 (centres undefined)	-28	24	i
COc1ccc(C(CNc2nc(-c3cccnc3)nc3ccccc23)N(C)C)cc1 (centres undefined)	-20	17	i
Cc1ccc(C(=O)Nc2ccc(N3CCOCC3)cc2)cc1	-16	17	i
Cc1ccc(-c2nnn(CC(=O)NCc3ccccc3)n2)c(-n2cnnn2)c1	16	9	i
C#CCOCCOCCOCCNc1nc(N2CCN(C(=O)[C@H]([C@@H](C)CC)n3cc([C@@H](N)Cc4ccc(O)cc4)nn3)CC2)nc(N2CCN(C(=O)[C@H](Cc3ccc(O)cc3)n3cc([C@@H](N)C(C)CC)nn3)CC2)n1 (some centres undefined)	2	33	i
O=C(Nc1nc(-c2ccccn2)cs1)c1ncc(Cl)c(Cl)c1Cl	-7	18	i
CC1(CC(=O)N/N=C/c2ccc(-c3ccc(Cl)cc3)o2)OCCO1	-6	24	i
Cc1cccc(-n2nc3c(c2NC(=O)c2ccc(Br)o2)CSC3)c1	-20	19	i
Cc1ccccc1-c1cnn(-c2cccc([N+](=O)[O-])c2)c1N	3	52	i
Nc1ccc(C#Cc2ccc3oc4ccccc4c(=O)c3c2)cc1	-17	28	i
COc1ccc2oc(=O)c(-c3nnc(N)s3)cc2c1	-12	44	i
Nc1ncnc2c1ncn2[C@@H]1O[C@H](CNS(=O)(=O)C2CC2)[C@@H](O)[C@H]1O	-5	16	·
N=c1c(S(=O)(=O)c2ccc(F)cc2)cc2c(=O)n3ccccc3nc2n1CC1CCCO1 (centres undefined)	-3	14	i
C/C(=N\NC(=O)c1cccs1)c1ccc2ccccc2c1	-27	11	i
Cc1ccccc1C(OCCN(C)C)c1ccccc1 (centres undefined)	-16&-16	9&11	i
COC(=O)CNC(=O)Cn1cnc2sc(C)c(S(=O)(=O)N3CCN(c4ccccc4OC)CC3)c2c1=O	-16	6	i
O=C(CSc1nc2ccccc2[nH]1)Nc1c(F)c(F)c(F)c(F)c1F	-11	13	i
O=C(CNC(=O)c1ccccc1)OCCCOC(=O)CNC(=O)c1ccccc1	-14	19	i
COc1cc(Br)cc2cc(C(=O)N3CCOCC3)c(=O)oc12	-5	8	i
COc1cc(/C=N/NC(=O)CNS(=O)(=O)c2ccc(C)cc2)cc(OC)c1OC	-40	13	i
CC(=O)Nc1cccc(NC(=O)c2c(-c3ccccc3)noc2C)c1	-13	13	i
Cc1ccc(/C=C/C(=O)Nn2cnnc2)cc1	4	28	i
O=C(CCc1ccc(S(=O)(=O)NCc2ccccc2)cc1)NCc1cccnc1	1	23	i
O=C(COC(=O)Cc1ccc(F)cc1)NC1CCCCC1	-7	0	·
CCOc1ccc(NC(=S)Nc2ccc(Br)cc2Cl)cc1	-2	3	i
O=C(Oc1ccccc1)c1c(Cl)cccc1P(=O)(O)O	-10	17	i
COc1ccc2c(c1)CCC(C)N2C(=O)C(=O)c1c[nH]c2ccccc12 (centres undefined)	-2	13	i
CCCNc1c(N)n(-c2ccccc2)c(=O)[nH]c1=O	-18	10	i
CCOc1ccc(C2C(C#N)=C(N)N3C(=C2C#N)Sc2ccccc23)cc1 (centres undefined)	-19	11	i
Cc1cc(NS(=O)(=O)c2ccc(NC(=S)NCc3ccccc3)cc2)no1	-6	8	i
COC(=O)Cn1c(=NC(=O)CN2C(=O)CCC2=O)sc2cc(S(N)(=O)=O)ccc21	6	1	i
Cc1cnc(C(=O)OCC(=O)Nc2cccc(S(=O)(=O)N3CCOCC3)c2)cn1	-13	6	·
O=Cc1sc(=O)n(Cc2cccc(C(=O)O)c2)c1Cl	-2	11	i

Screening data (PubChem BioAssay)
